tim23-1 inh: growth inhibitors of tim23-1 mutant yeast, primary screen, luminescence, uHTS; S. cerevisiae tim23-1 growth, BacTiter-Glo luminescence, 24 h; inhibition, % at 20 µM; AID 463212, 2010; hit rate 1.3% among 330,000;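 active = growth inhibition of the mutant yeast at or above 50%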;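 also: temperature-sensitive mutant grown at 25 °C; plate controls were DMSO-treated mutant yeast for no effect and medium wells lacking yeast for full effect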
Mdm2-MdmX inh: inhibitors of human Mdm2-MdmX association, primary screen, cell-based, luminescence, split luciferase, SaOS-2, uHTS; Protein Mdm4 (Homo sapiens) + E3 ubiquitin-protein ligase Mdm2 (Homo sapiens), …; SaOS-2 split-luciferase Mdm2/MdmX complementation; inhibition, % at 8 µM; hit rate 3% among 330,000; AID 485346, 2010;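 active = inhibition of at least 50% at 8 µM in the primary screen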
Target sequence (O15151 whole entry, looked up): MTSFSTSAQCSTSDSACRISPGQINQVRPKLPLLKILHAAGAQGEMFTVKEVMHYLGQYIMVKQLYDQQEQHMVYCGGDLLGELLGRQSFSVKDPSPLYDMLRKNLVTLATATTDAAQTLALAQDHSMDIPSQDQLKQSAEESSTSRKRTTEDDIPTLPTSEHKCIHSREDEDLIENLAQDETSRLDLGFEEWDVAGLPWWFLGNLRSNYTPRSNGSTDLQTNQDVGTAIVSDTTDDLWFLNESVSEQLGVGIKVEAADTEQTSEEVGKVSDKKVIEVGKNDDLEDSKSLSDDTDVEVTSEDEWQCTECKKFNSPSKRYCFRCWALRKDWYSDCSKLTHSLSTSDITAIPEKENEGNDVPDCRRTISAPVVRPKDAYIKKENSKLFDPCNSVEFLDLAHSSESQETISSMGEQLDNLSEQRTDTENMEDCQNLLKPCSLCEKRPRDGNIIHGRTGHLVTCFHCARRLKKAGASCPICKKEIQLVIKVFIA
Target sequence (Q00987 whole entry, looked up): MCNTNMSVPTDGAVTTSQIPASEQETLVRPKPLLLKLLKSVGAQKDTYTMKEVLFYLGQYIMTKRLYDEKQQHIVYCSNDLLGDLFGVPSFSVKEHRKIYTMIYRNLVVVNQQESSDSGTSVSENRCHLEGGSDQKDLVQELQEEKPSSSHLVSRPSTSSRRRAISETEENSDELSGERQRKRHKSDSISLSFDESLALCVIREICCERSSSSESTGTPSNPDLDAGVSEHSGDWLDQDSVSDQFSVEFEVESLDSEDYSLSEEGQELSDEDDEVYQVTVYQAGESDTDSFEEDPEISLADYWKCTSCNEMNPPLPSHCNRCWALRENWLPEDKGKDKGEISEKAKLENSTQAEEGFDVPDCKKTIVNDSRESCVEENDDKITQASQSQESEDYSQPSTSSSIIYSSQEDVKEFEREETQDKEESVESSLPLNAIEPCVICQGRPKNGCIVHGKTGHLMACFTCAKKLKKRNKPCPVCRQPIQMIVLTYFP
UPR CHOP act: activators of apoptotic CHOP UPR arm, primary screen, cell-based, CHO-CHOP luciferase reporter, luminescence, uHTS; hit rate 0.34% among 330,000; activation, % at 10 µM; AID 449763, 2010; UPR activation; percent of tunicamycin response over DMSO baseline;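 active = at 10 µM dose, activation of 40% or more, normalized to positive control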;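 also: 100% = tunicamycin at 10 µg/mL and 0% = DMSO alone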
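measured by = luciferase luminescence | assay system = CHO-CHOP cells, stable luciferase reporter of PERK-eIF2a-CHOP signalling | amount = 500 reporter cells seeded per well | timing = 6 h compound exposure at 37 °C after overnight seeding | controls = positive tunicamycin 10 µg/mL, negative DMSO alone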
UPR XBP1 act: activators of adaptive XBP1 UPR arm, primary screen, cell-based, CHO-XBP1 luciferase reporter, luminescence, uHTS | activation, % at 20 µM | hit rate 0.33% among 330,000 | IRE1-XBP1 UPR activation; percent of tunicamycin response, DMSO as zero;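 active = versus positive control, 20 µM dose yields 30% or more activation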;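 also: 100% = tunicamycin at 10 µg/mL and 0% = DMSO only wells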
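Test system: CHO-XBP1 luciferase reporter cells | Buffer or medium: Serum-containing F12 medium, 10% FBS | Schedule: 6 h compound exposure at 37 °C, 5% CO2 | Detection: Steady-Glo luciferase glow luminescence, 10 min after reagent addition | Read-out basis: Activation, % of tunicamycin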
TIM10 inh: growth inhibitors of isogenic TIM10 control yeast, primary screen, counter-screen for tim10-1 yeast inhibitor project, luminescence, uHTS; S. cerevisiae TIM10 strain growth, BacTiter-Glo luminescence, 24 h; hit rate 1.4% among 330,000; inhibition, % at 10 µM;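 active = inhibition of 40% or more at the single tested concentration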;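 also: wild-type TIM10 isogenic control strain grown at permissive 25 °C; 0% = DMSO yeast wells and 100% = minimal medium wells without yeast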
Jurkat NFkB inh: inhibitors of induced NF-kB luciferase reporter, primary screen, TCR NF-kB activation inhibitor project, cell-based, luminescence, uHTS; Jurkat, PMA/ionomycin-induced NF-kB luciferase reporter; hit rate 0.53% among 330,000; inhibition, % at 4 µM; AID 435003, 2010; in the data active = inhibition above about 50%
tim10-1 inh: growth inhibitors of tim10-1 mutant yeast, primary screen, luminescence, uHTS. inhibition, % at 20 µM. S. cerevisiae tim10-1 ts strain growth, BacTiter-Glo, 24 h. AID 463190, 2010. hit rate 2.2% among 330,000;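 active = inhibition of at least 40%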;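 also: mutant grown at 25 °C; 0% = DMSO wells with yeast and 100% = wells holding no yeast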
697 NFkB inh: inhibitors of PMA/ionomycin-induced NF-kB reporter, 697 cells, primary screen, B-cell NF-kB inhibitor project, cell-based, luminescence, uHTS | AID 435022, 2010 | hit rate 0.33% among 330,000 | 697 B-cell NF-kB luciferase reporter, 16 h | inhibition, % at 4 µM; in the data active = inhibition above about 35%
Numbers without * were called inactive. An unsorted share of the library (roughly 6.6% active in at least one column).

SMILES	tim23-1 inh	Mdm2-MdmX inh	UPR CHOP act	UPR XBP1 act	TIM10 inh	Jurkat NFkB inh	tim10-1 inh	697 NFkB inh
COCCc1nc2ccc(C(=O)N(C)Cc3cccc(-n4nc(C)cc4C)c3)cc2o1	23.1	-2.1	0.3	-3.9	13.3	4.5	16.9	-6.9
COC(=O)c1c(-c2ccc(OC)cc2)oc2ccccc12	0.5	17.0	-2.9	2.0	-5.5	5.3	32.0	-3.4
CS(=O)(=O)NN1C(=O)c2ccccc2NC1c1ccccc1O (stereo unspecified)	2.2	-37.3	-0.4	-0.1	-15.0	4.9	-18.1	8.0
COc1ccc(S(=O)(=O)N2CCc3ccccc32)cc1C(=O)OCc1nnc(-c2ccccc2)o1	12.1	8.6	-1.7	-0.7	12.0	2.2	20.4	-6.4
COc1ccc(CCN(Cc2cc3cccc(C)c3[nH]c2=O)C(=O)N2CCCC2)cc1OC	15.3	13.0	-0.5	-3.3	8.3	10.2	10.8	12.8
CCN(CC(=O)Nc1ccccc1C(F)(F)F)C(=O)CCSc1ccc(F)cc1	26.2	-40.2	1.2	0.8	9.5	2.8	29.9	-4.5
COc1cccc(C2c3[nH]c4ccccc4c3C[C@H]3C(=O)N(c4ccccc4C(=O)N4CCC[C@H]4C(=O)O)C(=O)N23)c1 (stereo partly specified)	-5.5	-0.9	-0.6	-4.0	-1.6	6.9	3.2	3.9
CCS(=O)(=O)N1CCN=C1SCc1ccc(F)cc1	4.2	5.8	-2.2	-4.9	-12.9	18.5	12.5	3.0
OC(CNCc1ccc(Cl)cc1)COc1ccccc1 (stereo unspecified)	-2.6	10.2	-1.4	4.4	-10.4	-10.4	0.7	4.5
COc1ccc(OC)c(C(=O)CSc2nccc(-c3ccc(Br)cc3)n2)c1	20.5	23.3	-1.1	5.0	3.5	31.4	12.1	-54.7
O=C(Nc1ccc(F)cc1F)c1ccccc1-c1ccccc1	15.2	6.3	3.2	-1.2	-1.9	-11.7	17.9	7.2
COc1ccc(S(=O)(=O)N2CCC(NC(=O)c3ccccc3)CC2)cc1	11.6	-22.7	-3.1	-4.2	10.9	5.3	-10.0	-6.0
COc1ccccc1-c1nnc(SCc2ccccn2)n1C	9.8	-0.8	-1.7	0.4	24.8	1.9	-2.4	10.5
COc1ccc(C(=O)NCc2ccccn2)cc1[N+](=O)[O-]	3.8	-18.8	0.4	-0.6	-3.8	-9.7	0.4	17.6
COC(=O)C(C)N(C(=O)c1cccc(Cl)c1)c1c(C)cccc1C (stereo unspecified)	35.2	30.9	1.2	-3.2	30.2	-5.0	34.6	14.5
Cc1csc(C(C)N(C)C(=O)c2ccc(OC3CCN(Cc4ccccn4)CC3)cc2)n1 (stereo unspecified)	14.7	-6.2	-0.6	-4.6	9.4	9.7	-2.3	-12.6
CCCCCCSc1cccc(-c2nc3cc(C)ccn3c2NC2CCCCC2)c1	8.8	21.0	-0.7	-2.8	22.9	-2.8	9.6	-26.3
N#Cc1nc(-c2ccco2)oc1NCc1cccnc1	-5.3	12.8	2.3	-0.9	-7.7	-10.3	-2.8	10.2
Cc1ccc(-c2nnc(SCC(=O)N/N=C/c3ccccc3C(=O)O)n2-c2ccc(Cl)cc2)cc1	20.9	-4.3	0.3	-1.4	1.6	13.5	-7.3	18.7
O=c1cc(-c2ccc([N+](=O)[O-])cc2)nc2cc(-c3ccc(F)cc3)[nH]n12	2.5	-20.5	-0.7	-1.9	-1.8	0.3	6.4	13.1
CC(=O)c1cccc(NS(=O)(=O)c2ccc(N/C=C/C(=O)c3ccc(F)cc3)cc2)c1	12.9	36.0	3.5	-0.8	18.9	13.2	17.2	-19.2
CC(=O)Nc1cc2c(cc1C(=O)C(C)C)OCCO2	19.6	17.2	-0.9	-1.0	-2.9	3.3	22.5	16.5
Cc1onc(-c2ccccc2)c1C(=O)NC(C)CCc1ccccc1 (stereo unspecified)	-8.4	15.0	0.1	-3.5	9.6	-3.5	-4.1	10.3
C#CCSc1nc(C)cc(C(=O)OCC)c1C#N	-15.6	-2.1	-0.2	1.4	-35.2	3.0	-45.9	15.1
CC1Oc2ccccc2N(CC(=O)c2cccc(Cl)c2)C1=O (stereo unspecified)	31.6	-5.7	-0.7	3.2	4.8	6.1	27.2	10.4
Cc1[nH]c2ccccc2c1/C=N/NC(=O)CNC(=O)c1ccco1	-14.5	19.1	0.2	-2.3	-8.0	-14.0	-25.1	-3.8
CCNC(=S)NNC(=O)c1ccc(OC)cc1	4.2	2.3	-0.7	-1.4	-9.2	-14.2	5.6	-12.9
CC(=O)c1cc(F)c(N2CCN(c3ccc([N+](=O)[O-])cc3F)CC2)cc1C	-4.1	-7.7	-2.0	-2.3	-0.5	-1.7	-5.1	-27.5
Cc1ccc(-c2cc(C(F)(F)F)c(C#N)c(SCC(=O)O)n2)cc1	12.8	-1.0	-0.8	-1.8	1.8	4.1	7.3	24.6
Cc1ccccc1CS(=O)(=O)Cc1ccc(C(=O)NCCCN2CC(C)CC(C)C2)o1 (stereo unspecified)	0.0	9.3	1.4	-1.5	95.3*	5.5	-8.1	18.8
Cc1ccc(NC(=O)Cn2c(CCC(=O)O)ccc2-c2cccs2)cc1	18.6	-7.2	-1.7	-1.6	20.5	-18.0	0.8	-14.3
CN1CCCN(C(=O)c2cc(=O)[nH]c3ccccc23)c2nc3ccccc3nc21	29.5	-1.7	-2.2	0.2	7.8	7.5	20.4	11.4
Cc1cc([N+](=O)[O-])nn1CCCC(=O)Nc1ccc(Cl)cc1Cl	11.8	5.6	1.9	-2.3	8.6	9.2	7.4	14.7
CC1(C)OC(=O)C(=CNn2cnc3ccccc3c2=O)C(=O)O1	9.1	-16.8	0.9	4.8	11.9	2.3	-6.7	-24.1
Cn1cccc1C(=O)Nc1ccc(N2CCOCC2)cc1	4.8	-51.1	-1.3	-2.6	10.5	-22.1	14.1	-117.6
Cc1nn(CC(=O)c2ccccc2Cl)c(C)c1[N+](=O)[O-]	16.7	-33.1	3.6	-2.5	4.5	-94.5	11.4	-79.3
Cc1ccc(N=C2NC(=O)c3cccc([N+](=O)[O-])c32)cc1	14.4	-1.0	3.1	-0.5	8.5	-2.3	11.3	-9.8
CCCc1nc(SCC(=O)Nc2cc(C)on2)c2c(=O)n(C)c(=O)n(C)c2n1	-3.4	20.4	-0.9	1.1	-9.6	-2.4	-9.5	-1.4
CCn1cc(CN2CCC(C(=O)Nc3cccc(-c4cccc(OC)c4)c3)CC2)c(C)n1	-0.1	22.0	3.1	-3.9	3.1	-0.8	3.4	9.7
Cc1cc(=O)oc2c(C)c(OCC(=O)c3ccccc3)ccc12	-4.5	49.1	3.6	1.7	-37.1	0.3	-4.7	-0.3
COc1cc(C2c3c(n[nH]c3C)C(=O)N2c2ccc(C)cc2)ccc1O (stereo unspecified)	2.1	68.6*	-1.1	-1.0	9.1	9.7	11.5	1.0
COc1ccccc1CN1CC(C(=O)N2CCC(C(=O)c3ccccc3)CC2)CCC1=O (stereo unspecified)	11.2	-27.5	0.4	-4.9	-0.5	-20.6	-4.9	-33.8
CCOc1ccc(N(CC)S(=O)(=O)c2cccc3nsnc23)cc1	13.3	0.6	1.6	-1.5	-26.9	-2.2	-11.5	2.1
N#Cc1ccc(Cl)cc1NC(=O)COC(=O)c1cccc(S(=O)(=O)N2CCOCC2)c1	12.3	13.8	1.7	0.6	0.8	-5.8	9.3	15.8
Cc1ccc(NC(=O)CN(C)C(=O)CNC(=O)c2sc3ccccc3c2Cl)cc1	24.2	-44.4	0.8	-0.3	10.7	-28.8	0.8	-25.3
CCOC(=O)CC1C(=O)NCCN1C(=O)COc1ccc(C(C)(C)C)cc1 (stereo unspecified)	-4.6	2.1	2.0	-1.4	8.1	5.8	14.8	15.0
Cc1csc(NC(=O)C2CC(=O)N(c3ccc4c(c3)OCCO4)C2)n1 (stereo unspecified)	8.0	-20.5	0.6	-0.6	1.1	1.8	-4.2	15.3
Cc1cc(C)n(C(C)Sc2ccccc2)n1 (stereo unspecified)	6.4	16.0	-0.8	1.2	-4.5	11.9	0.9	0.6

3 entries already listed, arranged by SMILES length, falling:
SMILES	tim23-1 inh	Mdm2-MdmX inh	UPR CHOP act	UPR XBP1 act	TIM10 inh	Jurkat NFkB inh	tim10-1 inh	697 NFkB inh
COc1cccc(C2c3[nH]c4ccccc4c3C[C@H]3C(=O)N(c4ccccc4C(=O)N4CCC[C@H]4C(=O)O)C(=O)N23)c1 (stereo partly specified)	-5.5	-0.9	-0.6	-4.0	-1.6	6.9	3.2	3.9
Cc1cc([N+](=O)[O-])nn1CCCC(=O)Nc1ccc(Cl)cc1Cl	11.8	5.6	1.9	-2.3	8.6	9.2	7.4	14.7
COc1ccccc1-c1nnc(SCc2ccccn2)n1C	9.8	-0.8	-1.7	0.4	24.8	1.9	-2.4	10.5

Looked up above.
Under tim10-1 inh, `CCOC(=O)CC1C(=O)NCCN1C(=O)COc1ccc(C(C)(C)C)cc1` (stereo unspecified) reads 14.8
Under tim23-1 inh, `COc1cc(C2c3c(n[nH]c3C)C(=O)N2c2ccc(C)cc2)ccc1O` (stereo unspecified) reads 2.1
Under UPR CHOP act, `CCCc1nc(SCC(=O)Nc2cc(C)on2)c2c(=O)n(C)c(=O)n(C)c2n1` reads -0.9

Other compounds:
SMILES	tim23-1 inh	Mdm2-MdmX inh	UPR CHOP act	UPR XBP1 act	TIM10 inh	Jurkat NFkB inh	tim10-1 inh	697 NFkB inh
Cc1onc(C(=O)Nc2ccc(OC(F)(F)F)cc2)c1[N+](=O)[O-]	0.6	2.2	2.9	-2.7	5.3	11.2	11.2	-8.1
Cc1ccc(C(=O)Nc2ccc(N3CCOCC3)nc2)cc1	5.7	12.8	4.6	3.0	0.5	-1.6	-15.9	12.5
CC(C)c1ccc(NC(=O)C2CC(=O)N(C(C)C)C2)cc1 (stereo unspecified)	22.2	-32.3	-1.4	2.2	3.3	-10.3	18.6	-69.0
Cc1nnc(SCC(=O)Nc2cccc(S(=O)(=O)N3CCCCC3)c2)s1	19.7	4.2	-1.8	-0.9	8.7	10.4	5.2	-13.0
CC(C)(C)C(=O)Nc1nnc(SCC(=O)NC2CC2)s1	-1.5	-17.1	2.6	5.1	0.8	14.6	-17.7	10.9
NC1=NC(=O)C(Cc2ccc(OC(F)(F)F)cc2)S1 (stereo unspecified)	19.8	7.4	3.2	2.6	4.4	-7.0	-11.3	1.2
O=C(NCc1ccc(F)cc1)C1CC(=O)N(Cc2ccco2)C1 (stereo unspecified)	-0.2	23.1	-0.9	-3.9	-6.1	4.0	-11.1	-12.8
Cc1ccc(C(=O)c2c[nH]c(C(=O)NCc3cccnc3)c2)cc1	6.5	3.5	0.7	-2.1	-1.7	1.8	-8.8	-23.4
Nc1nc(SCCO)[nH]c(=O)c1NC(=O)c1ccco1	15.0	-23.6	0.0	3.8	3.4	-3.4	8.5	0.4
CC(Sc1nc(-c2ccccc2)cc(C(F)(F)F)n1)C(=O)N1CCC(C(N)=O)CC1 (stereo unspecified)	4.6	-6.2	0.4	0.4	9.6	8.3	4.8	14.6
Cc1nc(-c2nc(C(=O)NNS(C)(=O)=O)cs2)cs1	13.0	6.0	-0.4	-0.7	-15.4	-10.1	-0.2	1.0

Source: PubChem BioAssay
